HCMV inh = qHTS Assay for inhibitors of the human cytomegalovirus (HCMV). HFF cells, HCMV-luciferase reporter, 72 h; hits give low values. activity change, negative = inhibition, % at 57.5 µM. 4.5% of 410,000 active. AID 1259415, 2018; in the data active = activity change below about -60%; inconclusive = no clear call, values can overlap the other calls; inactive = above about -39%
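HFF cells seeded 16 h at 37C, treated with compounds, infected with luciferase-reporter HCMV at MOI 1 PFU/cell; luciferase read at 72 h post infection, normalized to buffer-only and Salinomycin controls.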
AmpC inh no detg = qHTS Inhibitors of AmpC Beta-Lactamase (assay without detergent); P00811; AmpC nitrocefin hydrolysis, absorbance 480 nm, 0.0001% Triton; Potency, µM (doses to about 57.1 µM), inactives show at the highest dose activity change, negative = inhibition, usual class: inhibitors; 0.52% of 330,000 active; AID 485341, 2010;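 note: potency is the fitted concentration of half-maximal effect; plate controls were no compound for no effect and no enzyme for full effect; nearly all actives have a fitted effect of over 20% in size; some results filed as inactive show a strong effect at the top dose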
Target sequence (P00811 whole entry, looked up): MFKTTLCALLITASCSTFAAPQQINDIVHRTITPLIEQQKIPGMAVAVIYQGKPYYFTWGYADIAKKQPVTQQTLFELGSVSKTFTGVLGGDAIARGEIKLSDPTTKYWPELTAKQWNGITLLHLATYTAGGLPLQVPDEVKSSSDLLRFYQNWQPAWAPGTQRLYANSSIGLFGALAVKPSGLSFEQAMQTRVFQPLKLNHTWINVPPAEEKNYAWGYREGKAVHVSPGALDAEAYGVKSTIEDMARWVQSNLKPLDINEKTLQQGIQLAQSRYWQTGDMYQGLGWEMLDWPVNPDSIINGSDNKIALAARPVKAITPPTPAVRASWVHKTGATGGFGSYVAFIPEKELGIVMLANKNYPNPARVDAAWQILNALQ
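AmpC (5.3 nM in the dispensed reagent) in 20 mM phosphate pH 7.0 with 0.01% (detergent screen) or 0.0001% Triton X-100 was preincubated with compounds for 15 min at room temperature. Nitrocefin was then added from an 800 uM solution, and hydrolysis was followed at 480 nm.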
Sm TGR block = qHTS Assay for the Inhibitors of Schistosoma Mansoni Peroxiredoxins | 3% of 360,000 active | AID 485364, 2010 | Potency, µM (series often up to 114 µM), inactives show top-dose activity change, negative = inhibition, actives largely listed as inhibitors | purified TGR, DTNB reduction, TNB absorbance 405 nm | Schistosoma mansoni thioredoxin glutathione reductase (TGR), Q962Y6; note: potency is the fitted concentration of half-maximal effect; nearly all actives have a fitted effect of over 60% in size
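TGR 20 nM + NADPH 100 uM (dispensed conc.), cpd preinc 15 min RT; start with NADPH (500 uM addition) then DTNB (15 mM addition). Kinetic TNB absorbance, 405 nm filter. Four-parameter Hill fit across titration.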
AMA1 RON2 block = qHTS for Inhibitors of AMA1-RON; Towards Development of Antimalarial Drug Lead: Primary Screen; Plasmodium falciparum AMA1 (3D7) - RON2 peptide interaction; AlphaScreen AMA1-biotinylated RON2 peptide binding; Potency, µM (doses to about 58.2 µM), for the others: at the highest dose activity change, negative = inhibition, actives largely listed as inhibitors; 0.2% of 360,000 active; AID 720542, 2013;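 note: potency is the fitted concentration of half-maximal effect; 0% = vehicle wells and -100% = peptide control; nearly all actives have a fitted effect of over 45% in size; some results filed as inactive show a strong effect at the top dose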
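AMA1 (3D7) with his tag at 25 nM final met compounds first, then biotinylated RON2 peptide at 25 nM; detection used donor plus acceptor beads, 10 µg/mL apiece, read by AlphaScreen after 30 min at room temperature.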
FBPA Giardia inh = qHTS Assay for Inhibitors of Fructose-1,6-bisphosphate Aldolase from Giardia Lamblia; Potency, µM (doses to about 59.6 µM), for the others: at the top dose activity, negative = inhibition, actives largely listed as inhibitors; 0.71% of 290,000 active; purified Giardia FBPA; AID 2451, 2010; note: potency is the fitted concentration of half-maximal effect; nearly all actives have a fitted effect of over 55% in size
Target sequence (A8B2U2 whole entry, looked up): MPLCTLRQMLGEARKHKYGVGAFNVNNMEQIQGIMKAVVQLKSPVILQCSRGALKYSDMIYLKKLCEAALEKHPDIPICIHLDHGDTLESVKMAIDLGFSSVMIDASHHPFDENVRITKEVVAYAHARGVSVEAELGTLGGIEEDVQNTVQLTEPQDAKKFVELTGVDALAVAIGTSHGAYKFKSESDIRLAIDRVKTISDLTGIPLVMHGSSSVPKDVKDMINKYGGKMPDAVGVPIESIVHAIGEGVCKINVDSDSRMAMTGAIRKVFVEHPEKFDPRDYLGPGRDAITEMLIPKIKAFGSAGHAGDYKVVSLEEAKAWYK
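Giardia FBPA (40 nM reagent) was preincubated 10 min at RT with compound (up to 57.5 uM final), then substrate plus GAPDH/TPI/NAD/arsenate coupling system with diaphorase/resazurin was added; resorufin fluorescence (525/598 nm) was read after 20 min.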
AmpC detergent = qHTS Inhibitors of AmpC Beta-Lactamase (assay with detergent). AID 485294, 2010. P00811. AmpC hydrolysis of nitrocefin, absorbance 480 nm, 0.01% Triton. 0.041% of 370,000 active. Potency, µM (series often up to 114 µM), inactives show at the highest dose activity change, negative = inhibition, actives largely listed as inhibitors;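 note: potency is the fitted concentration of half-maximal effect; 0% = no-compound wells and -100% = no-enzyme wells; nearly all actives have a fitted effect of over 25% in size; some results filed as inactive show a strong effect at the top dose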
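AmpC (5.3 nM in the dispensed reagent) in 20 mM phosphate pH 7.0 with 0.01% (detergent screen) or 0.0001% Triton X-100 was preincubated with compounds for 15 min at room temperature. Nitrocefin was then added from an 800 uM solution, and hydrolysis was followed at 480 nm.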
* marks the source's active call; other numbers are inactive results; [ ] = remark or other dose. Unless noted, calls come from the whole dose curve; as a rule, active = well fitted curve in the direction sought with a large enough effect; inconclusive = small, poorly fitted or top-dose-only effect, or another doubt; inactive = no such curve, though single readings can be large; an effect the other way counts as inactive or inconclusive. Unless noted, % is set by controls: 0 for no effect and ±100 for the full control effect.

For CCOC(=O)c1ccc(-n2c(C)nc3ccccc3c2=O)cc1 the results were HCMV inh -22.8, AmpC inh no detg 1.5%, Sm TGR block -1.6%, AMA1 RON2 block -0.9%, FBPA Giardia inh -1.5% and AmpC detergent -3.2%.
O=C1c2ccccc2C(=O)N1SC1CCCCC1 was read as HCMV inh 4.6, AmpC inh no detg -35.2%, Sm TGR block 44.7µM*, AMA1 RON2 block 9.4%, FBPA Giardia inh -1.0% and AmpC detergent inconclusive.
`Cc1cc(C)cc(NC(=S)/C(=C(\[O-])c2ccc(Cl)s2)[n+]2cccc(C)c2)c1` gave HCMV inh 32.5, AmpC inh no detg 2.9%, Sm TGR block 6.1%, AMA1 RON2 block -7.5%, FBPA Giardia inh -29.2% and AmpC detergent -0.1%.
For O=C(COC(=O)c1cccc(OC(F)F)c1)NC(=O)NC1CCCCC1 the results were HCMV inh 6.9, AmpC inh no detg 26.2%, Sm TGR block 1.6%, AMA1 RON2 block -8.2% and AmpC detergent -3.6%.
For Cc1c(C(=O)O)sc2nc3n(c(=O)c12)CCC3 the results were HCMV inh inconclusive, AmpC inh no detg -9.0%, Sm TGR block -8.9%, AMA1 RON2 block -16.9%, FBPA Giardia inh -6.3% and AmpC detergent -6.7%.
For CC(Nc1nc2ncn(Cc3ccccc3)c2c(=O)[nH]1)C(=O)O (centres undefined) the results were HCMV inh 3.2, AmpC inh no detg -7.6%, Sm TGR block 8.7%, AMA1 RON2 block 6.4%, FBPA Giardia inh 15.5% and AmpC detergent 2.0%.
`CCNC(=O)/C(=C/c1cccc([N+](=O)[O-])c1)NC(=O)c1ccc(C)cc1` gave HCMV inh -3.8, AmpC inh no detg -8.8%, Sm TGR block 2.1%, AMA1 RON2 block -9.3%, FBPA Giardia inh 2.5% and AmpC detergent 4.3%.
O=C(COC(=O)/C=C/c1ccc([N+](=O)[O-])cc1)NNC(=O)c1ccccc1 was read as HCMV inh 29.9, AmpC inh no detg -19.9% and AMA1 RON2 block 89.3%[activator].
CCOc1ccc(C(=O)N2CCN(Cc3cc(=O)n4nc(-c5cccc(OC)c5)sc4n3)CC2)cc1 was read as HCMV inh 11.4, Sm TGR block 4.7% and AmpC detergent 5.6%.
For C=CCn1cnc2c(c1=O)c1nc3ccccc3nc1n2Cc1ccccc1 the results were AmpC inh no detg -20.9%, Sm TGR block -2.1%, FBPA Giardia inh 3.9% and AmpC detergent -12.0%.
Screening CCCS(=O)(=O)c1nc(S(=O)(=O)c2ccc(C)cc2)c(N2CCC3(CC2)OCCO3)s1 returned HCMV inh -35.2, AmpC inh no detg 48.3%, Sm TGR block 2.1%, AMA1 RON2 block -18.5% and AmpC detergent -4.1%.
Screening COC(=O)c1ccc2c(c1O)C(=O)c1ccccc1C2=O returned HCMV inh -15.4, AmpC inh no detg -0.1%, Sm TGR block -13.3%, AMA1 RON2 block -24.5%, FBPA Giardia inh inconclusive and AmpC detergent 2.2%.
For Cn1c(CSCc2ccc(F)cc2)nnc1SCC(=O)N1CCN(c2ccccc2)CC1 the results were HCMV inh -68.5*, AmpC inh no detg 87.3%[activator], Sm TGR block 4.0%, AMA1 RON2 block -5.0%, FBPA Giardia inh 3.8% and AmpC detergent -8.9%.
For CC(=O)c1cccc(S(=O)(=O)N2CCC(c3nc4ccccc4[nH]3)CC2)c1 the results were HCMV inh 5.9, AmpC inh no detg -24.7%, Sm TGR block 22.3%, AMA1 RON2 block -3.7%, FBPA Giardia inh 7.8% and AmpC detergent 4.1%.
Screening COc1ccc(N=c2oc3cc(O)ccc3cc2C(=O)NCC2CCCO2)c(OC)c1 (centres undefined) returned HCMV inh inconclusive, AmpC inh no detg 11.5%, Sm TGR block 0.0%, AMA1 RON2 block 7.0%, FBPA Giardia inh -11.8% and AmpC detergent -6.6%.
CCOC(=O)C1CCN(C(=O)CN(c2ccc(OC)cc2)S(=O)(=O)c2c(C)nn(C)c2C)CC1 was read as HCMV inh 77.6, AmpC inh no detg 73.7%[activator], Sm TGR block 0.0%, AMA1 RON2 block 10.3%, FBPA Giardia inh 1.2% and AmpC detergent -15.4%.
CCN1C(=O)C(CC(=O)Nc2ccccc2)N(Cc2ccccn2)C1=S (centres undefined) was read as HCMV inh inconclusive, AmpC inh no detg 19.6%, Sm TGR block -0.5%, AMA1 RON2 block 3.7%, FBPA Giardia inh -8.5% and AmpC detergent inconclusive.
For Cc1noc(C)c1CN(C(=S)NC1CC2CCC1C2)c1ccccc1 (centres undefined) the results were HCMV inh -7.1, AmpC inh no detg 28.4%, Sm TGR block 4.5%, AMA1 RON2 block -11.8%, FBPA Giardia inh 4.0% and AmpC detergent -8.6%.
For CCN1CCCC1CNS(=O)(=O)c1c(C)cc(C)cc1C (centres undefined) the results were HCMV inh 6.1, AmpC inh no detg -15.3%, Sm TGR block -28.1%, AMA1 RON2 block 65.5%[activator], FBPA Giardia inh -19.6% and AmpC detergent 0.0%.
O=C1CC(c2ccc(O)c(O)c2)Oc2c1ccc(O)c2O (centres undefined) was read as HCMV inh 59.7, AmpC inh no detg -46.3%, Sm TGR block 56.2µM*, AMA1 RON2 block inconclusive, FBPA Giardia inh inconclusive and AmpC detergent -4.8%.
Screening CCc1ccc(NC(=O)c2cccnc2)cc1 returned HCMV inh 51.7, AmpC inh no detg -12.0%, Sm TGR block 1.2%, AMA1 RON2 block -4.9%, FBPA Giardia inh -3.1% and AmpC detergent -0.6%.
For COc1ccc(CCNC(=O)Oc2ccccc2)cc1OC the results were HCMV inh 38.5, AmpC inh no detg -1.8%, Sm TGR block 5.4%, AMA1 RON2 block 1.4%, FBPA Giardia inh -1.2% and AmpC detergent -12.6%.
Screening O=C1CN(C(=O)CSc2nc3c(cnn3-c3ccccc3)c(=O)[nH]2)c2ccccc2N1 returned HCMV inh 24.3, AmpC inh no detg inconclusive, Sm TGR block -6.2%, AMA1 RON2 block 0.0% and AmpC detergent -5.8%.
Cn1cc(-c2ccc(Cl)cc2)cc(C#N)c1=O was read as HCMV inh -7.0, AmpC inh no detg -0.7%, Sm TGR block 0.4%, AMA1 RON2 block 3.9%, FBPA Giardia inh 1.7% and AmpC detergent -2.9%.
COCCn1c(SCC(=O)NCCc2ccccc2)nnc1-c1ccco1 was read as HCMV inh -0.5, AmpC inh no detg 0.4%, Sm TGR block inconclusive, AMA1 RON2 block 11.4%, FBPA Giardia inh 3.7% and AmpC detergent inconclusive.
CN1CCN(CC(=O)N2CCn3c4c(c5cc(C6CCCCC6)ccc53)CCCC42)CC1 (centres undefined) was read as AmpC inh no detg 144.7%[activator], Sm TGR block -1.2%, AMA1 RON2 block inconclusive, FBPA Giardia inh 0.0% and AmpC detergent -0.2%.
Screening C=CCNC(=S)Nc1nc2c(cc1C(=O)OCC)COC(C)(C)C2 returned HCMV inh 5.0, AmpC inh no detg -19.7%, Sm TGR block -3.7%, AMA1 RON2 block 22.4%, FBPA Giardia inh -22.5% and AmpC detergent 2.6%.
Screening Cn1c(=O)c2c(nc(Oc3ccc4ccccc4c3)n2C)n(C)c1=O returned HCMV inh -76.2*, AmpC inh no detg 7.5%, Sm TGR block 7.7%, AMA1 RON2 block -14.9%, FBPA Giardia inh -1.3% and AmpC detergent 6.8%.
For Cc1ccc(-c2noc(-c3ccccc3Br)n2)cc1 the results were HCMV inh 132.1, AmpC inh no detg -21.8%, Sm TGR block 0.0%, AMA1 RON2 block 39.3%[activator], FBPA Giardia inh 0.8% and AmpC detergent inconclusive.
`C=CCN(C(=O)c1csnn1)C(C(=O)NC1CCCC1)c1ccccc1` (centres undefined) gave HCMV inh 39.4, AmpC inh no detg -5.6%, Sm TGR block 3.1%, AMA1 RON2 block 0.0%, FBPA Giardia inh -0.6% and AmpC detergent 0.2%.
Cc1c(C)c2c(OCC(=O)NC3CC3)cc3c(c2oc1=O)CCC(C)(C)O3 was read as HCMV inh -7.9, AmpC inh no detg 85.5%[activator], Sm TGR block 10.1%, AMA1 RON2 block 5.7%, FBPA Giardia inh 6.8% and AmpC detergent -14.7%.
O=C(c1ccccc1Cl)N1CCSCC1 was read as HCMV inh 26.2, AmpC inh no detg 0.2%, Sm TGR block 9.3%, AMA1 RON2 block -10.1%, FBPA Giardia inh 5.5% and AmpC detergent -2.4%.
COc1ccccc1CN1C(=O)[C@@H]2C(CC(N)=O)NC3(C(=O)Nc4c3ccc(Cl)c4C)[C@@H]2C1=O (some centres undefined) was read as HCMV inh 25.1, AmpC inh no detg 53.9%, Sm TGR block -10.6%, AMA1 RON2 block -6.6%, FBPA Giardia inh -1.0% and AmpC detergent -17.8%.
Screening O=C(CCc1nc2ccccc2c(=O)[nH]1)NCC(=O)Nc1ccc(F)c(F)c1 returned HCMV inh -34.4, AmpC inh no detg -25.4%, Sm TGR block -8.3%, AMA1 RON2 block 11.8% and AmpC detergent inconclusive.
`Cc1nc(SC2CC(=O)N(c3ccc([N+](=O)[O-])cc3)C2=O)nc2c1CCCC2` (centres undefined) gave HCMV inh -22.5, AmpC inh no detg -0.1%, Sm TGR block inconclusive, AMA1 RON2 block -6.9% and AmpC detergent -6.5%.
For COc1ccc(S(=O)(=O)N(CC(=O)O)c2ccccn2)cc1 the results were HCMV inh -35.6, AmpC inh no detg 7.4%, Sm TGR block -5.0%, AMA1 RON2 block -14.4%, FBPA Giardia inh 6.3% and AmpC detergent 3.5%.
O=C(Nc1ccc(NC(=O)c2ccncc2)cc1)c1ccncc1 was read as HCMV inh 12.7, AmpC inh no detg -11.4%, Sm TGR block 11.8%, FBPA Giardia inh 1.3% and AmpC detergent 4.6%.
For CCCNC(=O)C1Cc2cc(S(=O)(=O)N3CCCCCC3)ccc2N1C(C)=O (centres undefined) the results were HCMV inh 0.3, Sm TGR block 2.9% and AmpC detergent -8.6%.
Clc1nc2ccccc2cc1/C=N/Nc1nc2ccccc2[nH]1 was read as HCMV inh 160.6, AmpC inh no detg -38.3%, Sm TGR block 2.2%, AMA1 RON2 block 97.7%[activator], FBPA Giardia inh 4.5% and AmpC detergent -1.1%.

Fetched by compound from the entries so far:
For COc1ccc(S(=O)(=O)N(CC(=O)O)c2ccccn2)cc1 the results were HCMV inh -35.6, AmpC inh no detg 7.4%, Sm TGR block -5.0%, AMA1 RON2 block -14.4%, FBPA Giardia inh 6.3% and AmpC detergent 3.5%.
CN1CCN(CC(=O)N2CCn3c4c(c5cc(C6CCCCC6)ccc53)CCCC42)CC1 (centres undefined) was read as AmpC inh no detg 144.7%[activator], Sm TGR block -1.2%, AMA1 RON2 block inconclusive, FBPA Giardia inh 0.0% and AmpC detergent -0.2%.

High-throughput results deposited in PubChem by National Center for Advancing Translational Sciences (NCATS).
